PAFAH2 FP inh: inhibitors of human PAFAH2 | recombinant PAFAH2, FP-rhodamine activity probe, fluorescence polarization | hit rate 0.99% among 340,000 | inhibition, % at 3.39 µM | Q99487;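 active means inhibition above the mean over all tested compounds plus 3 SD, cut at about 30% in these data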;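 further: inhibitors block probe labeling of enzyme so polarization drops; 0% = enzyme with DMSO and 100% = wells lacking PAFAH2 protein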
LYPLA2 inh: LYPLA2 (human) inhibition in PME1 counter-screen | O95372 | recombinant LYPLA2, FP-Rh probe fluorescence polarization | inhibition, % at 5.9 µM | hit rate 0.38% among 320,000 | AID 2177;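 active means inhibition above the screen-wide mean plus 3 SD, limit set per campaign, cut at about 26% in these data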;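 further: 0% = LYPLA2 with DMSO and 100% = wells lacking LYPLA2 enzyme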
Target sequence (O95372 whole entry, looked up): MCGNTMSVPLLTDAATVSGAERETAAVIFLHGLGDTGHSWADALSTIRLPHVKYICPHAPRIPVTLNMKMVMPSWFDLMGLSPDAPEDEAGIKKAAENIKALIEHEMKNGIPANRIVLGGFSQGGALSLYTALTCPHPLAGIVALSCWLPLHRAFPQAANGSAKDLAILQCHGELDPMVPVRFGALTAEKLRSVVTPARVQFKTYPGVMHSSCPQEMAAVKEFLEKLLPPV
PAD4 inh: PAD4 (human) enzyme inhibition; inhibition, % at 6.36 µM; hit rate 0.41% among 330,000; recombinant PAD4, RCA probe fluorescence polarization;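 active means percent inhibition above a cutoff equal to the mean of all tested compounds plus 3 SD, cut at about 15% in these data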;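 further: 0% = PAD4 with RCA probe and DMSO and 100% = probe without PAD4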
PME-1 primary: PME-1 (human) inhibition. Q9Y570. recombinant PME-1, FP-Rh probe fluorescence polarization. inhibition, % at 5.9 µM. hit rate 0.53% among 320,000;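 active means inhibition above the campaign mean of all compounds plus 3 SD, cut at about 26% in these data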;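 further: competitive labeling of PME-1 active site by serine hydrolase directed probe; 0% = PME-1 with DMSO and 100% = wells lacking PME-1 enzyme; inhibitors block probe labeling so polarization falls and inhibition rises; many of its hits are not listed in these tables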
GSTO1 inh: blocks human GSTO1 in RBBP9 counter-screen | P78417 | recombinant GSTO1, activity-based probe fluorescence polarization | inhibition, % at 5.96 µM | hit rate 1.1% among 300,000 | AID 1974;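 active means inhibition above the campaign mean inhibition plus 3 SD, cut at about 35% in these data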;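 further: 0% = GSTO1-1 with DMSO and 100% = wells lacking GSTO1-1 enzyme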
PAFAH1B2 inh: blocks human PAF acetylhydrolase 1b catalytic subunit 2. P68402. recombinant PAFAH1B2, FP-rhodamine activity probe, fluorescence polarization. inhibition, % at 3.39 µM. hit rate 1.2% among 340,000. AID 492953;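 active means inhibition above the mean of all tested compounds plus 3 SD, cut at about 24% in these data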;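 further: 0% = enzyme with DMSO and 100% = wells lacking PAFAH1B2; many of its hits are not listed in these tables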
Target sequence (P68402 whole entry, looked up): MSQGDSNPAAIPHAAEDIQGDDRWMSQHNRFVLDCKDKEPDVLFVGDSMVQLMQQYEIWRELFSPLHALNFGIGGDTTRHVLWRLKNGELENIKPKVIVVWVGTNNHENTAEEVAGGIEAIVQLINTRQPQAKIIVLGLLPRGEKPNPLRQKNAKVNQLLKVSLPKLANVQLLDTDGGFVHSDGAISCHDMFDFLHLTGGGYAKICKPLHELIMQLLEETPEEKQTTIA
LYPLA1 inh: counter-screen for PME1 inhibitors: inhibitors of human LYPLA1; O75608; recombinant LYPLA1, FP-Rh probe fluorescence polarization; inhibition, % at 5.9 µM; hit rate 0.16% among 320,000; AID 2174;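 active means inhibition above the mean of all tested compounds plus 3 SD, set per campaign, cut at about 14% in these data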;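 further: inhibitors block serine hydrolase probe labeling of LYPLA1 so polarization falls; 0% = enzyme with DMSO and 100% = wells lacking LYPLA1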
PAFAH1B3 inh: PAFAH1B3 (human) inhibition; Q15102; recombinant PAFAH1B3, FP-rhodamine probe, fluorescence polarization; hit rate 0.28% among 340,000; inhibition, % at 3.39 µM; AID 492972;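 active means inhibition above the screen-wide average of all tested compounds plus 3 SD, cut at about 25% in these data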;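 further: 0% = enzyme with DMSO only and 100% = wells lacking PAFAH1B3 protein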
pPAFAH FP inh: pPAFAH (human) enzyme inhibition; Q13093; recombinant pPAFAH, FP-rhodamine probe fluorescence polarization; inhibition, % at 3.39 µM; hit rate 1.5% among 330,000;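 active means inhibition above the mean inhibition across the screen plus 3 SD, cut at about 25% in these data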;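 further: inhibitors block binding of the rhodamine activity-based probe so polarization drops; 0% = enzyme with DMSO and 100% = wells lacking pPAFAH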
Target sequence (Q13093 whole entry, looked up): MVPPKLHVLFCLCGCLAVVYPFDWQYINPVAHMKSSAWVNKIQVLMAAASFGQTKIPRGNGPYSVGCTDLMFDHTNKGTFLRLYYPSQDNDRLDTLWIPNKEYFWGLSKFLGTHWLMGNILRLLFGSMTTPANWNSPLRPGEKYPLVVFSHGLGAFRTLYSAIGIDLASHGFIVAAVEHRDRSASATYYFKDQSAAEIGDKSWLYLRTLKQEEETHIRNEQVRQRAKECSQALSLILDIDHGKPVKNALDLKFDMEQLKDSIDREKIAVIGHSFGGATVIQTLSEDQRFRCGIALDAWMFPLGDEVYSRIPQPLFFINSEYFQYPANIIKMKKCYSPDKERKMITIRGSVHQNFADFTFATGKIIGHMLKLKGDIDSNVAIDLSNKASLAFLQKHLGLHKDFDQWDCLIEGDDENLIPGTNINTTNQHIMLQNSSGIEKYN
Numbers without * were called inactive; / = not tested or not shown. Only part of the results is shown, so the mix of outcomes need not match the whole.

SMILES | PAFAH2 FP inh | LYPLA2 inh | PAD4 inh | PME-1 primary | GSTO1 inh | PAFAH1B2 inh | LYPLA1 inh | PAFAH1B3 inh | pPAFAH FP inh
Cc1ccc(Cn2nnnc2CN2CCC(NC(=O)c3ccccc3F)CC2)cc1 | -2 | 3 | 1 | -4 | 5 | 6 | 0 | -3 | 8
O=C(OCc1c(Cl)cccc1Cl)c1cccnc1 | 7 | 1 | 0 | 0 | -8 | 1 | 2 | 2 | 33*
O=C1CN(C(=O)c2ccccc2)C(c2ccc(F)cc2)c2cc(Br)ccc2N1 (stereo not given) | 4 | 9 | 4 | 11 | 9 | 11 | 2 | 5 | 5
C/C=C(/C)C(=O)Nc1cccc(C2=NOC3(C2)C[C@H](C(N)=O)N(C(=O)c2ccc(Cl)cc2)C3)c1 (stereo not given in full) | 6 | -12 | 1 | 2 | -1 | 1 | 0 | -1 | 7
O=C(O)CCCN1C(=O)C2C3CC(C2C1=O)C1C(c2ccccc2)c2sc(=O)n(-c4ccccc4)c2SC31 (stereo not given) | 13 | -6 | -9 | -2 | -9 | 5 | -2 | -1 | 18
O=C(O)c1ccccc1OCCOc1ccccc1 | 7 | 8 | 1 | -9 | 11 | 7 | -3 | 2 | 3
CC[C@H](C)C(C(=O)N1CCN(C(=O)OC(C)(C)C)CC1)n1cc(C(CC(C)C)NC(=O)OC(C)(C)C)nn1 (stereo not given in full) | 0 | 1 | -2 | -2 | -2 | 1 | 3 | 4 | 7
C(=N\Nc1nc(-c2ccccc2)cs1)/c1ccco1 | 0 | -1 | 2 | 20 | 6 | 0 | -2 | -3 | 9
O=C(O)c1ccc(N/N=C/c2ccc3ncccc3c2)cc1 | -4 | 3 | -3 | -3 | 2 | 10 | 4 | 8 | 5
CSc1nsc(SCc2ccc(F)cc2)n1 | -5 | 10 | 2 | 0 | -3 | 5 | 1 | -4 | 1
CC(C)=CCC/C(C)=C/CNC(=O)CC1C[C@H](C(=O)N2CCCCC2)[C@@]2(C)c3[nH]c4ccccc4c3CCN2C1=O (stereo not given in full) | 2 | / | -1 | / | / | -1 | / | 1 | 3
CCCCOC(=O)Nc1ccc(S(=O)(=O)Nc2ncccn2)cc1 | / | -10 | -10 | 4 | -2 | / | -2 | / | -6
O=C(CSc1nnc(NC(=O)c2ccccc2F)s1)NC1CC1 | 2 | -6 | 0 | -1 | -1 | 3 | -2 | -1 | 24
O=C(O)c1ccccc1Nc1ccc([N+](=O)[O-])cc1C(=O)O | 1 | -7 | 11 | 0 | 4 | 1 | -3 | 43* | 1
O=C(CCC(=O)N1CCOc2ccccc21)NCCCN1CCOCC1 | 3 | 4 | 1 | -7 | 8 | 3 | 0 | -1 | -1
Fc1ccc(C2=NOC(c3nnc(-c4ccccc4)o3)C2)cc1 (stereo not given) | 7 | 2 | 1 | -2 | 9 | -1 | -3 | 0 | 1
CC1CCN(S(=O)(=O)c2cccc(C(N)=O)c2)CC1 | 2 | 8 | -1 | -1 | 5 | 26* | 5 | 0 | -1
O=C(CN1C(=O)CNC1=O)Nc1ccc(Cl)cc1 | 1 | 0 | -7 | -5 | -15 | 8 | -1 | 4 | -2
Cc1ccc(N(CC(=O)N2CCOCC2)S(C)(=O)=O)cc1 | 0 | -1 | -5 | -2 | 6 | 2 | 0 | 7 | 3
CCc1nc2ccccc2c(C(=O)Oc2cccc3cccnc23)c1C | 0 | -5 | 0 | 4 | 0 | 4 | -1 | 7 | -2
CCC(=O)Nc1cc(=O)[nH]c2nc(-c3ccc(Cl)cc3)nn12 | -3 | 1 | 1 | -3 | -24 | 4 | -7 | 3 | -3
CC1CN(C(=S)SCC(=O)c2ccc(Cl)cc2)CC(C)O1 (stereo not given) | -5 | -2 | 1 | 2 | -4 | 7 | -8 | 1 | 6
O=C(/C=C/c1ccc(Br)o1)NC(c1ccccc1)c1ccccc1 | -4 | -4 | -6 | -3 | 1 | 5 | 0 | 2 | 19
O=C(Nc1ccc(F)cc1)N1CCCCCC1 | 2 | 4 | -3 | 8 | 6 | 1 | -1 | 7 | 2
O=C(NC1CCCCCC1)c1cc2c(=O)n3ccccc3nc2s1 | 11 | 2 | 10 | -2 | -5 | 2 | 2 | 9 | 6
COc1ccc(CNC(=O)c2cc(=O)c3cc(C)c(C)cc3o2)cc1 | -5 | -8 | -5 | -9 | 4 | 3 | -2 | 0 | 1
CC(=O)N(CN1C(=O)c2ccccc2C1=O)c1ccccc1 | -6 | 10 | -6 | -3 | 7 | 5 | 3 | -1 | 1
O=C(O)CCCNS(=O)(=O)c1ccc2ccccc2c1 | -8 | 5 | 5 | -5 | 4 | -1 | 2 | 5 | 3
CCN(CC)CCN(Cc1cc2cc3c(cc2[nH]c1=O)OCCO3)C(=S)NCCCOC | 1 | 1 | -2 | -9 | 6 | 5 | 1 | -2 | -1
CCN1CCN(C(=O)CCc2nnc(CCCCc3ccccc3)o2)[C@@H](C)C1=O | 4 | 6 | 1 | 6 | 2 | 7 | 1 | 15 | 3
Cc1ccccc1NC(=O)N(CCc1nc2ccccc2[nH]1)Cc1ccccc1 | -12 | 2 | -2 | 0 | -4 | 4 | -2 | -4 | -2
CCC(CCC(=O)Nc1ccc(S(N)(=O)=O)cc1)C(=O)O (stereo not given) | 7 | 7 | 3 | 2 | 10 | 10 | 0 | 2 | -6
COC(=O)c1ccc(C(=O)OC)c(NC(=S)N2CCN(c3cccc(Cl)c3)CC2)c1 | 0 | 2 | 3 | -5 | 2 | -1 | -2 | -6 | 2
CC(C)C(=O)NC(c1cccs1)c1cc([N+](=O)[O-])c2cccnc2c1O (stereo not given) | -4 | 3 | -9 | 10 | -2 | -5 | 2 | 6 | 84*
Cc1cc(NC(=O)Nc2ccc(F)cc2)no1 | 7 | -4 | 5 | -3 | 6 | -2 | -1 | 3 | -1
CC(C)c1c(C(=O)N/N=C/c2ccc(OCc3ccc(F)cc3)cc2)nnn1-c1nonc1N | 4 | 1 | 0 | 6 | 2 | -1 | 3 | 9 | 2
CCc1noc(C)c1C(=O)Nc1nc(-c2ccc(F)cc2)c(C)s1 | 3 | -5 | -3 | -3 | -4 | 8 | -5 | 3 | -11
NC(=O)c1cccc2c1-c1ccccc1/C2=N/NC(N)=S | 3 | 5 | -8 | -4 | -1 | 4 | 0 | 10 | 10
CCOC(=O)c1c(C)c(C(=O)NCC2CCCO2)c(C)n1C (stereo not given) | 0 | -2 | -3 | -3 | 1 | 0 | -3 | 4 | 3
Cc1ccccc1C(=O)N1CCC(C(=O)Nc2ccc3c(c2)OCCO3)CC1 | -6 | -10 | -3 | 2 | 1 | 3 | -2 | 3 | 3
COc1ccc2ccccc2c1CNC(C)CCc1ccccc1 (stereo not given) | 12 | -7 | 0 | 2 | 1 | 8 | -1 | 1 | 1
COc1ccc(C)cc1-n1nnnc1SCC(=O)NNC(=O)c1ccc([N+](=O)[O-])cc1 | 8 | 1 | -2 | 4 | 1 | 1 | -4 | 11 | 4
O=C(COC(=O)c1ccc(F)cc1Cl)Nc1cccc(S(=O)(=O)N2CCOCC2)c1 | 27 | -1 | 5 | 5 | / | 2 | -2 | -3 | 4
CCC(C)c1ccccc1N1CC(C(=O)Nc2ccc(N3CCOCC3)cc2)CC1=O (stereo not given) | 0 | 3 | 3 | 13 | / | -1 | -1 | 0 | 1
COc1cc(C)c(Cl)cc1S(=O)(=O)n1ccnc1 | 5 | -6 | -4 | -2 | 6 | 6 | -2 | 2 | 4
CN(Cc1ccccc1)C(=O)CSc1nc2ccccc2c(=O)n1Cc1ccco1 | -2 | 1 | 0 | 3 | -8 | 2 | 1 | 1 | 0
COc1ccc(/C=N/NC(=O)c2cccnc2)cc1CSc1nc2ccccc2s1 | -75 | -104 | -13 | -77 | -73 | -31 | -58 | -50 | -3
CC(=O)Nc1c(C)cc(OCC(=O)O)cc1C | -1 | -4 | -1 | -6 | 3 | 6 | 4 | 3 | -2
CC(=O)Oc1ccc(C(=O)Nc2cccc(C(=O)c3ccc(C)c(C)c3)c2)cc1 | -15 | -40 | 0 | -39 | -47 | -9 | -25 | -8 | -13
CCOc1ccc(NC(=O)CCN2CCN(c3ccccc3F)CC2)cc1 | 13 | 4 | -5 | -1 | 1 | 4 | -1 | 5 | 7
Next compounds:
SMILES | PAFAH2 FP inh | LYPLA2 inh | PAD4 inh | PME-1 primary | GSTO1 inh | PAFAH1B2 inh | LYPLA1 inh | PAFAH1B3 inh | pPAFAH FP inh
CCNC(=O)Nn1c(C)nnc1C | 7 | -2 | -8 | -10 | 4 | -3 | 2 | 0 | -8
COCCN1Cc2cccc(C(=O)NCc3ccccc3OC)c2C1=O | -12 | -1 | 4 | 0 | 2 | 6 | -4 | 0 | 2
Cc1ccc(S(=O)(=O)CCC(=O)OCc2nnc(-c3ccccc3Br)o2)cc1 | 3 | -2 | 3 | 1 | / | -3 | -3 | 5 | 10
O=C(Nc1cccc(Cl)c1)Nc1ccccc1C(=O)NCc1ccco1 | -4 | -26 | -3 | -14 | -16 | -3 | -22 | -7 | -14
O=C(N/N=C/c1cccnc1)c1cccs1 | 1 | 3 | -2 | -5 | 1 | 6 | 0 | 3 | 7
CN(C(=O)Cn1cc(C#N)c2ccccc21)c1ccccc1 | 3 | 2 | 4 | -8 | 14 | 4 | -5 | -2 | 5
O=C(CSc1nc(=O)n(CCCN2CCOCC2)c2c1CCCC2)Nc1ccc(F)cc1F | -3 | 5 | 2 | -2 | 6 | 4 | 3 | 1 | -3
COc1cc(/C=C2/C(=O)NN(c3ccc(Cl)cc3)C2=O)cc(Br)c1O | 9 | 3 | -5 | 7 | 2 | 11 | 3 | 17 | 14
CCCn1c(SCC(=O)c2ccc3c(c2)NC(=O)CO3)nc2ccccc21 | -1 | 1 | -6 | -10 | 13 | 0 | 1 | 5 | 4
CC1Cc2ccccc2N1C(=O)CSc1nnc(NC(=O)Cc2cccs2)s1 (stereo not given) | / | 3 | -3 | -5 | -13 | / | -4 | / | 9
CCc1ccc2nc(NC(=O)CN3C(=O)NC4(CCCC4)C3=O)sc2c1 | 6 | / | 4 | / | / | -3 | / | 3 | 4
C=CCN1N=C(/C=C/c2ccc(C)cc2)CCC1=O | -8 | 0 | 2 | 1 | 0 | 2 | 0 | 6 | 5
Cc1ccc(NC(=O)CSc2ccccn2)cc1S(=O)(=O)N1CCOCC1 | -2 | 7 | 6 | 4 | 2 | 4 | -1 | 4 | 0
COc1ccc(CNC(=O)CCSCc2ccc(C)cc2)cc1 | -4 | -2 | -4 | 5 | 2 | 3 | -1 | -1 | 9
CN(C)S(=O)(=O)Oc1cccc(C(=O)Nc2ccccc2Cl)c1 | -5 | 7 | -1 | 1 | 11 | -4 | 0 | 1 | 6
Cc1ccc(-n2ncc3c(=O)n(CC(=O)Nc4cccc(Cl)c4)cnc32)cc1C | -6 | 3 | 1 | -5 | 0 | -1 | 0 | 2 | -2
CC1CCN(c2ccc3nnc(CCC(=O)Nc4cccc(F)c4)n3n2)CC1 | 0 | -7 | -1 | -7 | -5 | 3 | -3 | 6 | 4
COc1cc2c(cc1OC)C(c1cc3cccc(C)c3[nH]c1=O)N(C(=O)c1ccco1)CC2 (stereo not given) | -1 | 7 | 2 | 1 | 3 | 5 | -3 | 2 | 6
CC(=O)c1ccc(-c2cccs2)s1 | 9 | 8 | -3 | -5 | 11 | 4 | 4 | 5 | 7
